Apoferritin bind – candidate novel general anesthetic via apoferritin binding. P02791. apoferritin/1-aminoanthracene competitive binding, fluorescence. Potency, µM (doses to about 77.5 µM), without a hit: at the highest dose activity change, negative = displacement, actives largely listed as inhibitors. actives 0.074% (n = 350,000); further: potency means the concentration at half of the fitted maximal effect; on the % scale 0 is the no-effect control and ±100 the full control effect; nearly all actives have a fitted effect of over 20% in size
Target sequence (P02791 2-175 limits assumed): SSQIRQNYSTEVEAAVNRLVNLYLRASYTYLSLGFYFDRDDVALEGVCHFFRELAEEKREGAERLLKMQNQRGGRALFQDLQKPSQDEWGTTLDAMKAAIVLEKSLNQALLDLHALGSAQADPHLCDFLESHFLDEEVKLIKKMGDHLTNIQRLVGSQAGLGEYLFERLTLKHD
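10 uM apoferritin + 50% sat. 1-AMA, PBS; cpd 10 min RT; Ex380/Em535 endpoint; normalized to free probe vs complex; 4-param Hill fit; propofol titration as pos. ctrl.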
RXFP1 ag – activates the human relaxin receptor RXFP1; Q9HBX9; HEK293T-RXFP1 cAMP TR-FRET, 30 min; response scale: percent of porcine relaxin response, buffer zero; Potency, µM (titrated, usually from 57.5 µM), inactives show at the highest dose activation, hits mostly activators; actives 0.3% (n = 370,000); AID 2676; further: potency means the concentration at half of the fitted maximal effect; on the % scale 0 is the no-effect control and ±100 the full control effect; nearly all actives have a fitted effect of over 60% in size; many of its hits are not listed in these tables
Target sequence (Q9HBX9 whole entry, looked up): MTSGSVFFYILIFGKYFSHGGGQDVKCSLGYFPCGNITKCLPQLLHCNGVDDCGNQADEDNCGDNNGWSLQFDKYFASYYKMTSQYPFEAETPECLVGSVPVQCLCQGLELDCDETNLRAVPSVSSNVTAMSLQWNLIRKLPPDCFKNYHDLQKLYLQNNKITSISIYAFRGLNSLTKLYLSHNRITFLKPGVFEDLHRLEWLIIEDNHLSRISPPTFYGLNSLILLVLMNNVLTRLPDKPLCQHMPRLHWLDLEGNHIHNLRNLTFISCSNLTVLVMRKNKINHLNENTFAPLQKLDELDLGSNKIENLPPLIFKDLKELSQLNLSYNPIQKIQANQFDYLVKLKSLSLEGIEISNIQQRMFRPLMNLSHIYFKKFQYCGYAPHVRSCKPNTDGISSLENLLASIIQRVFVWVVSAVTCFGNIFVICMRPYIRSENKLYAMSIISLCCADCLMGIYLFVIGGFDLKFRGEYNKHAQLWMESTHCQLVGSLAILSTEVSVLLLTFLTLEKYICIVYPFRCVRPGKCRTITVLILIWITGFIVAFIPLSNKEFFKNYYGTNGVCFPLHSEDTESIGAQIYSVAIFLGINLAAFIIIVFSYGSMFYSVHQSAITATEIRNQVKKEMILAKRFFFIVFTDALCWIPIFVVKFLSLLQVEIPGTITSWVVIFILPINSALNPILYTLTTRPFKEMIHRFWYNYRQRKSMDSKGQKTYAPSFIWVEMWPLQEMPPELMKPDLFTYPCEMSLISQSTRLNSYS
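HEK293 cells stably expressing RXFP1, treated 30 min at 37C with compounds plus PDE4 inhibitor Ro 20174; cAMP measured by HTRF TR-FRET. Normalized to buffer and 29 nM porcine relaxin; EC50 by Hill fit.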
D1 antag – human D1 dopamine receptor antagonism. P21728. HEK293 TREx D1 cells, calcium flux, dopamine EC80; stronger effect = lower value. activity change, negative = inhibition, % at 10 µM. actives 3.2% (n = 360,000). AID 504652; in the data active means activity change below about -30%; further: on the % scale 0 is the no-effect control and ±100 the full control effect
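Compound effects on dopamine-evoked calcium signalling were measured in tetracycline-induced HEK293 Trex D1 cells. Dopamine at EC80 followed a 180 s compound pre-read, and fluorescence was tracked kinetically for 180 s more.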
TRHR PAM – allosteric enhancers of human TRH receptor. TRHR cells, fluo-8 calcium fluorescence, EC20 TRH enhancement. AID 493056. actives 0.66% (n = 360,000). enhancement, % at 2 µM. P34981; in the data active means enhancement above about 30%; further: 0% is about no effect
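Enhancer read-out: after compound pinning and an initial kinetic agonist-mode read, an EC20 of TRH (10 nM final) was injected and fluo-8 calcium signal (Ex 480/Em 530) followed at 1 s/cycle for 100 cycles in TRHR-expressing cells.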
D2 potentiator – D2 dopamine receptor (human) potentiation. HEK293 T-REx D2, calcium flux, EC20 dopamine potentiation. P14416. actives 0.34% (n = 340,000). potentiation, % at 10 µM. AID 485347;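 active means potentiation over 3 SD above the plate norm, cut at about 30% in these data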; further: 0% is about no effect
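Using a no-wash calcium dye in inducible, force-coupled HEK293 Trex cells expressing D2, we tracked fluorescence each second for 180 s after compound, then for 180 s after EC20 dopamine to detect augmented signalling.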
RXFP1 antagonist – RXFP1 (human) relaxin receptor antagonism; HEK293-RXFP1, relaxin-stimulated cAMP HTRF, 30 min; stronger effect = lower value; Q9HBX9; actives 0.59% (n = 350,000); activity change, negative = inhibition, % at 57.5 µM;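 active means activity change of -60% or lower, but not beyond a set lower limit; inconclusive means change between -60% and -40%, or beyond the set limit; inactive means change above -40%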; further: on the % scale 0 is the no-effect control and ±100 the full control effect
D1 PAM – potentiators of human D1 dopamine receptor; P21728; HEK293 TREx D1 cells, calcium flux, dopamine EC20 potentiation; potentiation, % at 10 µM; actives 0.036% (n = 360,000); AID 504651; in the data active means potentiation above about 30%; further: 0% is about no effect
TRHR agonist – TRH receptor (human) agonism; TRHR cells, calcium flux fluo-8, FDSS agonist mode; P34981; AID 493084; activation, % at 2 µM; actives 0.18% (n = 360,000); in the data active means activation above about 30%; further: 0% is about no effect
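TRHR-expressing cells loaded with fluo-8 calcium dye; 23 nL library compound pin-transferred, kinetic FDSS fluorescence (Ex 480/Em 530) recorded about 180 s for agonist-induced calcium release, before a 10 nM TRH EC20 addition for potentiator mode.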
D1 ag – human D1 receptor agonism; HEK293 T-REx D1 cells, calcium flux, agonist mode; P21728; activation, % at 2 µM; AID 504660; actives 1% (n = 360,000); in the data active means activation above about 30%; further: 0% is about no effect
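Agonism was scored from calcium flux recorded over 180 s (1 read/s) after pintool compound addition, following a 10-cycle baseline. Cells were inducible force-coupled HEK293 TREx D1, plated overnight at 30 C and loaded with no-wash calcium dye.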
* hit, by the source's call; ? = inconclusive; . = no result given; [ ] = another dose, or the depositor's remark. Unless noted, the call rests on the fitted dose curve; in most records, active means well fitted curve in the direction sought with a large enough effect; inconclusive means small, poorly fitted or top-dose-only effect, or another doubt; inactive means no such curve, though single readings can be large; an effect the other way counts as inactive or inconclusive. These rows are one share of the data; count on the stated rates, not on these rows.

The first 2 entries, to show the layout:
The line under a structure holds: Apoferritin bind, RXFP1 ag, D1 antag, TRHR PAM, D2 potentiator, RXFP1 antagonist, D1 PAM, TRHR agonist, D1 ag
O=C(Nc1ccccc1Cl)c1ccc2nc(N3CCOCC3)sc2c1
    -7%, 3.9%, 0, 4, -28, ., -2, -0.3, 3
CN(CC(=O)NCC1CCCCC1)S(=O)(=O)c1ccc(Cl)cc1
    -4%, -0.7%, 3, -5, 26, -8, 1, -0.7, 1

All compounds of this part, from the start:
The line under a structure holds: Apoferritin bind, RXFP1 ag, D1 antag, TRHR PAM, D2 potentiator, RXFP1 antagonist, D1 PAM, TRHR agonist, D1 ag
O=C(Nc1ccccc1Cl)c1ccc2nc(N3CCOCC3)sc2c1
    -7%, 3.9%, 0, 4, -28, ., -2, -0.3, 3
CN(CC(=O)NCC1CCCCC1)S(=O)(=O)c1ccc(Cl)cc1
    -4%, -0.7%, 3, -5, 26, -8, 1, -0.7, 1
CSc1ccc(C(=O)C2CCCN(Cc3ccc(N4CCNC4=O)cc3)C2)cc1 (centres undefined)
    -15%, 2.4%, -3, 7, ., 4, -4, 0.5, 1
CCCCCn1c(NCc2ccc(OC)cc2)nc2ccccc21
    -10%, 0.3%, 8, 11, 0, -14, -2, -0.7, -1
Cc1ccc(-c2nc(CNC(=O)c3cc(C)on3)cs2)cc1
    -24%, 0.5%, 4, 1, -15, 1, 2, 0.4, 5
O=C(/C=C/c1ccco1)NCC1COc2ccccc2O1 (centres undefined)
    2%, -11%, -2, -11, 14, -21, -6, -1.0, 4
FC(F)(F)c1nnc(-c2ccccc2)nc1Oc1ccc(Cl)cc1Cl
    ?, 4.5%, -4, -2, 0, -5, -6, 0.1, 4
CCOC(=O)c1c(NC(=O)CSc2cn(CCNC(=O)c3ccc(OCC)cc3)c3ccccc23)sc2c1CCCC2
    -1%, -1.9%, 6, 1, 6, ., -3, 1.2, 2
CCCCn1c(N)c(N(CCOC)C(=O)C2CC(=O)N(c3cccc(SC)c3)C2)c(=O)[nH]c1=O (centres undefined)
    ., 2.4%, 20, -1, -5, -11, -4, 0.6, 6
Cc1ccc(Nc2nc(COC(=O)C3CC3)cs2)cc1
    ?, 0.5%, 2, 10, 0, -23, -6, 0.4, 7
CN1C(=O)[C@H]2[C@@H](/C=C/c3ccccc3)N3C(=O)CN(Cc4ccc(-c5ccccc5)cc4)C(=O)[C@@]3(Cc3ccccc3)[C@H]2C1=O
    -19%, -0.6%, 2, 0, 5, ., -8, 0.1, 5
Cn1c(SCc2cccc(F)c2)nnc1-c1ccccn1
    -14%, 0.2%, 12, 3, -4, -1, 0, -0.1, 0
CCCCCn1c(N)c(-c2nc3ccccc3o2)c2c([N+](=O)[O-])nn(CC)c(=O)c21
    -20%, 0.2%, 1, 2, ., -4, -10, -0.1, 1
CC(C)(C)c1ccc(C(=O)Nc2cccc(S(=O)(=O)NC3=NCCC3)c2)cc1
    ., -0.9%, -26, 3, 3, 3, -8, 2.2, 2
CCN(CC)CCCN1C(=O)C(O)=C(C(=O)c2ccco2)C1c1ccc(OC(C)C)cc1 (centres undefined)
    -19%, 4.3%, 9, 8, -4, 9, -1, 0.9, 2
Cc1ccc(-n2cc(C(=O)OCc3ccc(Cl)cc3)c3ccccc3c2=O)cc1
    1%, 7.3%, 6, 8, -1, 1, -2, -0.4, 0
Cc1ccc(S(=O)(=O)N2CCCC2)cc1C(=O)O
    -2%, -1.1%, 5, 5, 1, -9, -6, -0.5, 2
Cc1ccc(N(C(=O)CNC(=O)c2ccco2)C(C(=O)NCC2CCCO2)c2ccccc2)c(C)c1 (centres undefined)
    -3%, 1.1%, 0, 4, 0, -8, 3, 1.5, 2
C[C@@H](C(=O)Nc1nc2ccc(F)cc2s1)N1C(=O)C2CC=CCC2C1=O (some centres undefined)
    -20%, 2.4%, -45*, 1, 6, -4, 0, -1.0, 0
CN(C1CCCCC1)S(=O)(=O)c1ccc(NC(=O)c2ccco2)cc1
    ?, 0.1%, -7, 8, 0, -8, 2, 0.7, 3
Cc1nc(SCC(=O)c2cc3ccccc3oc2=O)c(C#N)c(-c2cccs2)c1C(=O)Nc1ccccc1
    -8%, 29%, 7, -4, ., -17, 10, 2.5, 7
O=C(CN1CCN(Cc2ccccc2)CC1)N1CCCc2c1c(=O)oc1ccc(O)cc21
    -10%, 0.2%, -11, 3, -21, -8, -6, -0.1, 0
Cc1ccc(CNC(=O)C(=O)NCCC2=CCCCC2)cc1
    2%, 4.4%, 10, 3, -7, -5, -7, -1.0, 0
Cc1ccc(SCCN2CCC(NC(=O)OCc3ccccc3)CCC2=O)cc1 (centres undefined)
    -18%, -0.5%, -17, -5, 6, ., -7, -0.7, 1
CCN(CC)CCOC(=O)c1ccc(Cl)cc1Cl
    -6%, 0.9%, -26, 10, -14, -4, -9, 0.7, 10
COc1cc2[nH]c(=O)n(Cc3ccc(C(=O)NCCCN4CCN(C)CC4)cc3)c(=O)c2cc1OC
    -11%, -0.7%, -1, -1, -8, -1, -1, 0.1, 1
Cc1cccc(-n2c(C)nc3cc(C(=O)NCCC4=CCCCC4)ccc32)c1
    194%[activator], 0.2%, 1, -1, -15, -28, 0, -0.3, 0
CC(NC(=O)CN1C(=O)COc2ccccc21)c1ccccc1 (centres undefined)
    4%, 1.4%, -16, 1, 0, 4, 4, -2.2, 3
CCC(C)(C)NC(=O)CN(C(=O)CNS(=O)(=O)c1ccccc1)c1ccc2c(c1)OCCO2
    -15%, 4.1%, 2, -4, -2, 1, ., -0.8, 3
COc1cc(CNc2ncn[nH]2)cc(Br)c1OC
    -1%, -0.3%, 1, -1, 7, 6, -3, -0.2, 0
COc1ccc2c3n([n+]([O-])c2c1)CCN=C3c1ccc(C)cc1
    ., -1.1%, 6, -2, 6, ., 2, 0.2, 1
CCCN(CC(=O)Nc1cc(Cl)ccc1Cl)C(=O)/C=C/c1ccco1
    ?, 2.2%, -5, -11, -7, -8, -9, 1.0, 11
Cc1cc(C)c(NC(=O)CSCc2c(C)noc2C)c(Cl)c1
    ., -1.3%, 13, 6, 11, -1, 3, 1.2, 6
N#Cc1cc(C#N)c(SCC(=O)NCC2CCCO2)nc1N (centres undefined)
    -2%, 5.4%, 0, -5, -8, -3, ., -0.6, 5
CC(C)CCNC(=O)CCCn1c(=O)[nH]c2ccc(Br)cc2c1=O
    -6%, 1.7%, 9, 2, -8, -15, -2, 0.7, 3
CCN(c1ccccc1)S(=O)(=O)c1ccc(OC)c(NC(=O)c2cc(Cl)ccn2)c1
    ., 0.1%, -2, 3, 3, -8, 1, 0.1, 2
COc1ccccc1COCC(O)CNCC1(N2CCCCC2)CCCCC1 (centres undefined)
    0%, 1.9%, 6, 17, 0, -12, -7, 0.5, 1
CC(C)(C)c1cc(C(=O)N2CCc3ccccc32)ccn1
    -17%, 1.7%, 16, -3, 14, 0, -3, -0.4, 1
COc1cc2ccccc2cc1C(=O)NC(=S)Nc1ccc(C(=O)O)cc1
    -3%, -1.1%, -6, 1, ., 3, 6, 0.0, 11
Cc1ccc2nc(CCc3nc4ccc(C)cc4o3)oc2c1
    -10%, 2.2%, 4, -1, -3, -7, -1, 0.5, 6
COc1ccc(C)cc1NC(=O)n1ncc2cc(Cl)ccc21
    -3%, 3.9%, 4, -2, 25, 6, 11, -0.1, 5
Cc1ccc(-n2c(CCC(=O)O)ccc2-c2cccs2)cc1
    -16%, 3.5%, 9, 6, 2, -20, -3, 0.2, 4
CC(C)Cc1ccccc1O
    ?, 0.9%, 6, 6, -6, ., 3, -0.2, 1
Cc1cc(S(=O)(=O)Nc2ccc(C(=O)O)cc2)c(C)c(S(=O)(=O)c2ccc(Cl)cc2)c1
    5%, 1.1%, -2, -1, ., -5, 0, 0.8, -2
COc1ccc(C(=O)/C=C/c2ccc(OC)c(COc3ccccc3F)c2)cc1
    -11%, 0.6%, -6, -7, 4, 7, -8, 2.7, 20
COc1cc(NC(=O)CN2C(=O)COc3ccc(S(=O)(=O)N4CCOCC4)cc32)cc(OC)c1
    -13%, 2.4%, -4, 7, -16, 14, 1, 0.8, -1
COc1ccc(C(=O)Nc2cccc(C(=O)NCc3ccco3)c2)cc1
    -8%, -1.2%, -18, -6, 6, -19, -4, -0.8, 1
O=S(=O)(Nc1ccc(S(=O)(=O)Nc2nccs2)cc1)c1ccc(Br)cc1
    -3%, -0.4%, 16, -7, 5, 2, 0, 0.3, 4
O=C(Nc1c(-c2ccccc2)nc2ccccn12)c1ccco1
    0%, -1.2%, 3, 9, 8, 3, -2, 0.4, -2
CCC1Nc2ncnc(N3CCN(c4ccccc4)CC3)c2N(Cc2ccc(OC)cc2)C1=O (centres undefined)
    ., -0.3%, -16, 3, -13, ., -5, 0.0, 1
Cn1nnc2ccccc2c1=O
    -8%, 1.1%, -16, 5, -8, 8, 0, 0.3, 1
Cc1cc(NC(=O)CC(C)C)c(=O)n(Cc2c(F)cccc2Cl)c1
    ?, 0.4%, -3, -3, -5, -2, 1, -0.2, 0
Cn1nc(C(=O)NCC2CCCO2)c2ccccc2c1=O (centres undefined)
    3%, -0.1%, 4, 3, 0, 0, 0, 0.2, 0
CCCSCCCNC(=O)C1CCN(c2nc3ccccc3nc2C(F)(F)F)CC1
    -17%, 17%, -24, 3, -4, ., -5, 0.2, 11
CCOC(=O)C1(CCc2ccccc2)CCN(C(=O)Cc2nonc2C)CC1
    -15%, 0.7%, 8, 3, -1, -14, 7, -0.1, 0
CCOC(=O)c1sc2nc(CSc3ccccc3)nc(N3CCC(C(N)=O)CC3)c2c1C
    ?, -0.6%, 12, 9, 12, -8, -3, 0.1, 19
O=C(O)C1CCC(CN(Cc2cccc(Br)c2)C(=S)Nc2ccccc2F)CC1 (centres undefined)
    -2%, -2.3%, -9, 2, 0, 9, -2, 0.1, 1
CCN(C1CCCCC1)S(=O)(=O)c1ccc(C(=O)O)cc1
    -11%, 0.0%, 4, 20, -1, -2, 0, -1.1, 1
NC(=O)C1CCN(C(=O)CCC(=O)N2CCOc3ccc(Cl)cc32)CC1
    -7%, 1.6%, 31, -2, 2, -4, -9, 0.1, 2
CCC(Sc1nnc2c3ccccc3n(CC)c2n1)C(=O)Nc1nnc(C(C)C)s1 (centres undefined)
    -10%, 20%, 11, 7, 10, ., -2, -0.4, 4

Compound activity deposited in PubChem by National Center for Advancing Translational Sciences (NCATS).
